# Screening results: PubChem BioAssay, The Scripps Research Institute Molecular Screening Center
# PG9 binder: binders of HIV-1 gp120 antibody PG9, primary screen, biochemical, TR-FRET; actives 0.43% (n = 360,000); inhibition, % at 6.7 µM; TR-FRET gp120-PG9 antibody binding; HIV-1 gp120 / PG9 antibody interaction; in the data active = inhibition above about 8.5%
# TCR CD3 inh: inhibitors of human TCR-CD3 interaction, primary screen, biochemical, fluorescence, TAMRA-labeled TCR probe | inhibition, % at 9.4 µM | actives 0.37% (n = 360,000); in the data active = inhibition above about 19%;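 also: recombinant mutant TCR 2C K166C tagged with TAMRA read by polarization; 0% = receptor in buffer alone and 100% = receptor with positive control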
# TDP2 inh: human TDP2 enzyme inhibitors, primary screen, biochemical, epi absorbance, recombinant enzyme | Tyrosyl-DNA phosphodiesterase 2 (Homo sapiens), O95551 | actives 0.34% (n = 370,000) | T5PNP hydrolysis, p-nitrophenol absorbance 415 nm | inhibition, % at 12.8 µM;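 active = inhibition above the mean of all tested compounds plus 3 SD, set per campaign, cut at about 25% in these data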;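 also: 0% = DMSO with enzyme and 100% = buffer with substrate but no TDP2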
#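 Test system: Human TDP2 enzyme | Reagent: 5 mM T5PNP | Compound dosing: 12.8 µM single point, 1% DMSO | Incubation: Enzyme reaction with compound for 2 h at 37 °C | Technique: p-Nitrophenol epi absorbance | Read-out: % inhibition relative to enzyme-containing and enzyme-free wells | Benchmarks: High control without enzyme, low control DMSO plus TDP2 | Replicates: Singlicate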
# UHRF1 MBD2 ctr: UHRF1 methylated DNA binding inhibitors, primary screen, counter-screen for MBD2 inhibitor project, biochemical, TR-FRET, human UHRF1, single concentration | E3 ubiquitin-protein ligase UHRF1 (Homo sapiens), Q96T88 | AID 687016, 2013 | UHRF1 binding to methylated oligo | inhibition, % at 4.4 µM | actives 0.75% (n = 370,000); in the data active = inhibition above about 21%;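 also: UHRF1 SRA domain binding a hemimethylated CpG hairpin DNA probe; 0% = median of test compound wells and 100% = reference inhibitor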
# PRMT1 inh: PRMT1 methyltransferase inhibitors, primary screen, biochemical, fluorescence polarization; Protein arginine N-methyltransferase 1 (Homo sapiens), Q99873; recombinant PRMT1, activity-based probe fluorescence polarization; inhibition, % at 2.79 µM; actives 1.3% (n = 370,000); AID 652257, 2013;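 active = inhibition above about 21% made by adding two undisclosed values, limit read from the data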
# mABHD4 FP: ABHD4 inhibitors, primary screen, biochemical, fluorescence polarization, mouse; (Lyso)-N-acylphosphatidylethanolamine lipase (Mus musculus), Q8VD66; inhibition, % at 8.92 µM; purified mABHD4, FP-Rh probe fluorescence polarization; AID 720543, 2013; actives 0.54% (n = 370,000);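 active = inhibition exceeding the mean over every tested compound plus 3 SD, cut at about 30% in these data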;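 also: 0% = plate median of compound wells and 100% = S159A mutant with DMSO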
#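 Assay system: Wild-type mouse ABHD4 protein | Medium: HEPES pH 7.0 buffer, 150 mM NaCl, 0.01% Pluronic F-127 | Incubation: Enzyme–compound pre-incubation 45 min, then probe 60 min, both 25 °C | Technique: Fluorescence polarization with parallel and perpendicular emission, 525/598 nm | Evaluation: % inhibition of FP-Rh probe binding versus controls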
# DDE Tn7 FP inh: inhibitors of Tn7 peptide binding to fibrin DD(E), primary screen, biochemical, fluorescence polarization, human fibrin, Tn7 probe; AID 720508, 2013; inhibition, % at 8.3 µM; FP displacement of FITC-Tn7 peptide from fibrin DD(E); 0% = median of compound wells per plate; actives 0.13% (n = 370,000); Fibrinogen beta chain (Homo sapiens), P02675;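 active = inhibition above the mean of compounds falling within the control limits plus 3 SD of them, cut at about 14% in these data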;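 also: 0% = plate median of compound wells and 100% = 10 µM Aha-Tn7 peptide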
# Target sequence (P02675 whole entry, looked up): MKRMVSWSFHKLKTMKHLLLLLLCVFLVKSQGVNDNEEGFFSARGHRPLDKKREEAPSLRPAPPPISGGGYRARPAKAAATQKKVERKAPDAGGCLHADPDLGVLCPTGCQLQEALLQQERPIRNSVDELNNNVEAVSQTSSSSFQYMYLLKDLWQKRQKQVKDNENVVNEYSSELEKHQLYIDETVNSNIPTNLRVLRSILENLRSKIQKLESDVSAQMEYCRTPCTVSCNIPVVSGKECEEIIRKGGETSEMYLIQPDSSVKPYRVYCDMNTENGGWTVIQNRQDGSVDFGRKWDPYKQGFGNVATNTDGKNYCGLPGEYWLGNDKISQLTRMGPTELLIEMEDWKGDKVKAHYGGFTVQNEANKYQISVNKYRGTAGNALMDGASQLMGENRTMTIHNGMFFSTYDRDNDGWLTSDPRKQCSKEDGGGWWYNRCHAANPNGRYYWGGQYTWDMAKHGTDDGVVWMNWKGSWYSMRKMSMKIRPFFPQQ
#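 Also added: labelled Tn7 tracer, 0.1 µM; Assay system: human fibrin DD(E) protein; Amount: 2 µM fibrin DD(E); Schedule: 10 min compound pre-incubation, 3 h probe incubation at room temperature; Repeats: one replicate per compound; Read-out basis: percent inhibition; Measured by: fluorescence polarization of the labelled Tn7 tracer.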
# LEDGF integ inh: blockers of LEDGF/p75-dependent integrase strand transfer – biochemical, TR-FRET, high throughput, primary screen | inhibition, % at 3.7 µM | actives 0.64% (n = 370,000) | HIV-1 integrase (with human LEDGF/p75) | AID 743269, 2014 | TR-FRET IN-LEDGF/p75 DNA integration, Eu/Cy5;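 active = inhibition above the screen-wide mean plus 3 SD, cut at about 13% in these data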;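 also: signal is the Cy5 over europium emission ratio at 671 and 618 nm; 0% = plate median of compound wells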
# SIAE inh: human SIAE inhibitors, primary screen, biochemical, fluorescence polarization, FP-Rh probe, 1536-well HTS; Sialate O-acetylesterase (Homo sapiens), Q9HAT2; SIAE FP-Rh probe binding; inhibition, % at 9.66 µM; actives 0.69% (n = 370,000);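 active = inhibition above a cutoff: mean of compounds within the control limits plus 3 SD of those, cut at about 17% in these data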;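 also: 0% = plate median of compound wells and 100% = probe without SIAE protein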
# Target sequence (Q9HAT2 whole entry, looked up): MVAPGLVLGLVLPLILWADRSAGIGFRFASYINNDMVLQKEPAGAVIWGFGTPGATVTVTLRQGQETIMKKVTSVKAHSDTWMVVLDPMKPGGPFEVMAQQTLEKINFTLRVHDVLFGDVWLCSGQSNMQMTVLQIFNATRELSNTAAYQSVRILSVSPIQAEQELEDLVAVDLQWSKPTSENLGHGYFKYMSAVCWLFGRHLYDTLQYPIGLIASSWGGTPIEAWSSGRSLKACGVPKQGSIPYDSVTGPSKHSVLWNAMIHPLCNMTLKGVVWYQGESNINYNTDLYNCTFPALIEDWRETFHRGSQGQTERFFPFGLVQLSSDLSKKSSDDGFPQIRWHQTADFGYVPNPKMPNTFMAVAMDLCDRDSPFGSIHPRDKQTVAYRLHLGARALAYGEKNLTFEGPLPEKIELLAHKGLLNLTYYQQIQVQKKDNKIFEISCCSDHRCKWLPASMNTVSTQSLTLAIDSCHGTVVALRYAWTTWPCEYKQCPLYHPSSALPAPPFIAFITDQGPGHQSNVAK
# HTRA1 inhibitor: HTRA1 serine protease inhibitors, primary screen, biochemical, fluorescence polarization, HTS; recombinant HTRA1, FP-rhodamine activity-based probe; inhibition, % at 5.96 µM; actives 0.5% (n = 340,000); AID 504803, 2011; in the data active = inhibition above about 36%;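 also: 0% = enzyme with DMSO and 100% = wells lacking enzyme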
# Active calls of the source: *; x = not tested or not shown.
SMILES,PG9 binder,TCR CD3 inh,TDP2 inh,UHRF1 MBD2 ctr,PRMT1 inh,mABHD4 FP,DDE Tn7 FP inh,LEDGF integ inh,SIAE inh,HTRA1 inhibitor
Cc1cccc(NC(=O)C2(c3ccccc3)CCOCC2)c1,-0.9,9.0,-0.4,1.1,-1.2,-0.1,3.5,-1.3,-1.6,1.2
COc1cc(OC)c(OC)cc1/C=N/Nc1ccc(Cl)nn1,-7.8,-1.0,-4.3,-0.6,-0.5,5.0,-8.6,-1.9,4.7,4.9
O=S1(=O)N[C@H](Cc2ccccc2)COc2cccc(NCCO)c21,-2.3,3.1,-1.5,2.0,0.4,-0.6,-4.6,3.9,-7.1,x
CCOC(=O)C1(Cc2ccccc2C)CCCN(C(=O)c2ccc(OC)o2)C1 (centres undefined),-0.9,6.4,-5.1,0.7,-1.2,3.4,-1.9,-1.8,3.9,5.8
COc1ccc(OC)c(/C=C2\SC(=S)N(NS(=O)(=O)c3ccc(C)cc3)C2=O)c1,0.7,1.9,5.7,-0.3,3.0,-4.7,3.6,0.7,-5.9,-53.8
CC(C)COc1ccc(C(=O)N/C(=C\c2cccc([N+](=O)[O-])c2)C(=O)O)cc1,-3.8,5.2,-5.1,-0.2,1.3,5.3,0.2,4.0,-0.4,-0.5
Cc1cc(C(=O)OCC(=O)c2cccs2)c2ccccc2n1,-3.0,-2.8,-7.2,-1.8,-1.8,-3.8,3.5,-5.2,3.6,0.6
Cc1cccc(NC(=O)CCC(=O)Nc2nnc(C3CCCCC3)s2)c1,0.1,-2.2,-5.3,3.2,0.4,-4.4,3.2,-6.5,-4.9,-8.9
COc1ccc(CNC(=O)C2CCCN(S(=O)(=O)c3ccc(-n4cnnn4)cc3)C2)cc1 (centres undefined),-0.5,0.0,-5.9,0.7,2.4,3.1,-0.1,-4.9,-5.1,8.5
COc1cccc(NC(=O)N2CCc3nc(NCc4cccc(Oc5ccccc5)c4)ncc3C2)c1,-0.1,-2.0,-8.0,-0.1,-8.1,-10.8,-5.9,3.1,-2.8,x
COc1ccc(CCNC(=O)CN2C(=O)c3ccccc3S2(=O)=O)cc1,-2.4,3.4,14.5,-1.8,0.9,3.1,7.3,0.3,-0.3,5.0
COc1ccc2c(CC(=O)OCC(=O)Nc3ccc(C)cc3)coc2c1,-1.5,-0.4,0.6,2.2,1.2,-2.1,4.7,6.2,-8.2,-20.9
CC1=Nc2ccccc2N=C(NC(=O)c2ccccc2)C1c1ccc(Cl)cc1 (centres undefined),1.4,-4.8,-4.1,0.6,-2.9,-3.5,-0.9,1.3,-4.6,-39.6
CCOC(=O)c1[nH]c2ccccc2c1NC(=O)CC(C)C,-1.4,4.5,0.7,-1.8,-1.4,4.2,0.7,1.6,5.8,1.8
COc1ccc(C2(C)NC(=O)N(CC(=O)NC3CC3)C2=O)cc1 (centres undefined),1.7,-0.7,3.2,2.8,3.1,3.4,-5.9,-1.2,-10.4,5.3
Cc1ccc(NC(=O)CSc2nnnn2C)cc1S(=O)(=O)N(C)C,1.9,2.9,8.6,0.7,4.9,8.2,2.4,-1.2,1.7,1.6
O=C(c1ccccc1)c1ccc(COC(=O)c2cnccn2)cc1,-0.1,1.9,-9.3,-1.3,-4.7,-3.4,-1.3,5.8,-3.5,4.5
CC(CC1CC(C)(C)OC1=O)C(=O)Nc1nncs1 (centres undefined),-2.0,3.8,-7.1,-0.7,-1.7,-0.3,0.3,-3.8,1.5,2.5
Cc1cc2ccccc2n2c(SCC(=O)N3CCc4ccccc4C3)nnc12,-2.4,2.0,-6.1,1.7,-0.3,-1.5,-4.7,2.1,0.8,1.3
COc1cccc(CN(C)S(=O)(=O)c2c(C)noc2C)c1OC,1.9,-5.5,3.2,1.6,3.1,5.3,3.2,-4.0,-4.2,-1.4
O=C1[C@H]2CCC=C[C@H]2[C@H](c2ccccc2Br)N1Cc1ccccc1,-1.8,2.5,-12.0,-2.6,-0.7,12.8,5.0,1.4,1.3,-27.8
COc1ccccc1-n1c(SC(C)C(=O)NCC2CCCO2)nc2cc(Cl)ccc2c1=O (centres undefined),-0.4,-11.7,0.0,-3.9,3.0,-4.8,-0.2,-2.4,7.4,-18.1
CCOc1ccc(NC(=S)N2CCC(C(=O)c3ccc(F)cc3)CC2)cc1,-0.3,1.1,6.5,0.4,-2.2,0.7,2.6,2.0,-2.6,1.7
CC(=O)N(C)c1ccc(NC(=O)CCN2C(=O)c3ccccc3C2=O)cc1,-1.8,-0.7,5.1,-0.1,2.2,-0.8,4.6,-1.9,0.0,6.3
CC(=O)N[C@@H](CC(=O)N[C@H](CCC(=O)O)C(=O)O)C(=O)O,-0.4,-8.2,0.5,0.6,5.7,-0.1,-1.5,-3.2,-8.2,-2.3
O=[N+]([O-])c1cc(Oc2cccnc2)cc([N+](=O)[O-])c1,-0.2,1.4,-7.7,-4.5,-3.9,2.7,9.3,-0.7,-1.3,0.4
Cc1ccc(C(=O)N/N=C/c2cc(Br)ccc2O)cn1,-0.8,15.6,-5.5,-1.5,-5.1,12.4,-6.6,-2.5,2.8,21.9
O=C(CCN1C(=O)c2cccc3cccc(c23)C1=O)N1CCN(c2ccccc2F)CC1,1.8,3.8,-3.4,7.8,2.4,5.2,2.6,-1.7,-3.7,2.9
O=[N+]([O-])c1ccc(Oc2cc(NC3CCCCCCC3)c([N+](=O)[O-])cc2[N+](=O)[O-])cc1,1.8,2.6,8.4,-2.2,-1.4,10.1,-0.1,0.1,11.2,13.5
O=C1NC2(CCCCC2)C(=O)N1c1ccccc1,1.1,1.5,13.9,3.2,0.7,5.3,2.3,0.4,-0.6,-0.8
Cc1ccccc1CSc1nnc([C@@H]2CCCN2)o1,0.8,-8.1,-0.6,-1.4,-1.1,0.5,4.4,1.4,3.5,1.0
CCCCn1c(CCC(=O)O)ccc1-c1cccs1,0.5,-3.6,-3.0,-1.7,8.0,10.3,-1.3,3.2,1.0,0.8
O=C(Nc1ccc2ccccc2n1)Nc1cccs1,-1.4,2.5,-10.7,3.1,-3.0,4.7,-1.6,2.6,0.8,3.6
CCc1ccc(NC(=O)/C(C#N)=C/c2cc3ccc(C)cc3nc2N2CCOCC2)cc1,-1.4,7.6,-16.5,1.1,-6.0,-12.0,-1.9,2.2,-14.1,-0.4
CN(c1ccccc1)S(=O)(=O)c1ccc(C(=O)N2CCc3ccccc3C2)cc1,-1.3,4.6,3.7,5.6,-0.7,0.0,12.2,2.2,1.3,-19.2
COCCC(=O)N1CCC(Oc2ccc(C(=O)N(C)Cc3cc(C)no3)cc2)CC1,-1.6,5.7,2.6,-2.1,-2.3,-1.3,-1.0,5.4,-1.1,2.9
c1ccc(N=Nc2ccc(C3=NCCO3)cc2)cc1,-5.0,2.3,-14.8,-4.6,-2.9,2.5,-6.2,-0.9,-3.3,13.6
O=C(CSc1nnc(NCc2ccccc2)s1)NC1CCS(=O)(=O)C1 (centres undefined),-2.9,-7.9,-9.2,1.5,7.6,0.7,2.2,-3.7,-1.2,5.7
CN(Cc1ccccc1)C(=O)c1cccnc1,2.1,-0.3,0.6,1.3,1.9,2.2,4.3,-7.4,-2.1,1.4
Cc1ccc(SC(C)C(=O)Nc2ncn[nH]2)cc1 (centres undefined),-1.6,2.2,-3.4,0.1,-2.8,0.8,3.8,-3.5,1.1,-2.5
CCCCCn1c(C)c(CC(=O)Nc2ccc(Oc3cccnc3)c(C)c2)c2ccccc21,-0.6,4.0,-2.1,-1.6,-0.5,10.5,-5.0,0.7,-1.5,x
CCCn1c(SCC(=O)N2CCN(c3ccc(OC)cc3)CC2)nc2c1c(=O)n(C)c(=O)n2C,-0.8,1.1,5.7,4.6,-2.5,-0.4,-5.0,0.2,-4.6,2.3
Cc1cccc(OCCNc2ccc(C(F)(F)F)cc2[N+](=O)[O-])c1,0.0,1.9,4.3,-2.3,-0.7,5.2,3.0,3.6,0.2,6.5
CCOc1ccc(CN(C)Cc2cc(=O)oc3c(C)c(C)ccc23)cc1OC,0.0,-1.0,-12.4,3.6,-0.9,-11.2,-3.9,4.4,-1.7,-8.2
O=C(O)c1ccc(Nc2nc3c(s2)CCCC3)cc1,-2.1,1.7,-2.4,3.0,0.8,1.1,-2.0,-5.1,-2.0,3.0
CCOc1ccc(NC(=O)CN(C)C(=O)C2CC(=O)N(Cc3ccco3)C2)cc1OCC (centres undefined),-1.0,9.9,-1.5,1.8,2.8,-2.0,-2.8,4.3,-7.1,3.1
c1ccc(COc2cccc(-c3cc4nc(NCc5cccs5)ccn4n3)c2)cc1,-2.5,-0.9,-8.7,2.4,-0.4,-38.0,-1.3,-3.4,-33.7,x
CSCCC(NC(=O)C1CCC(C)CC1)C(=O)NCCN1CCOCC1 (centres undefined),-1.1,-5.0,2.9,2.4,0.3,7.8,0.5,0.7,-6.1,5.9
Cc1cccc(NC(=S)NC2CC3CCCC(C2)N3Cc2cccs2)c1 (centres undefined),-1.8,3.5,-6.2,-4.2,-4.3,-3.1,-0.8,3.8,5.6,-10.4

# In another format: 3 of the compounds above.
Compound	PG9 binder	TCR CD3 inh	TDP2 inh	UHRF1 MBD2 ctr	PRMT1 inh	mABHD4 FP	DDE Tn7 FP inh	LEDGF integ inh	SIAE inh	HTRA1 inhibitor
CCCCCn1c(C)c(CC(=O)Nc2ccc(Oc3cccnc3)c(C)c2)c2ccccc21	-0.6	4.0	-2.1	-1.6	-0.5	10.5	-5.0	0.7	-1.5	x
CCCn1c(SCC(=O)N2CCN(c3ccc(OC)cc3)CC2)nc2c1c(=O)n(C)c(=O)n2C	-0.8	1.1	5.7	4.6	-2.5	-0.4	-5.0	0.2	-4.6	2.3
Cc1cccc(OCCNc2ccc(C(F)(F)F)cc2[N+](=O)[O-])c1	0.0	1.9	4.3	-2.3	-0.7	5.2	3.0	3.6	0.2	6.5
